Screens as filed in PubChem BioAssay.
UBC9 SUMO inh: blocks human SUMOylation mediated by UBC9. HTRF SUMOylation assay, SAE1/SAE2 + UBC9, in vitro. P63279. 290,000 compounds, 0.36% hits. inhibition, % at 35 µM; in the data active = inhibition above about 50%, passing the limit was not always enough; also: strong numbers were not always called active
Target sequence (P63279 whole entry, looked up): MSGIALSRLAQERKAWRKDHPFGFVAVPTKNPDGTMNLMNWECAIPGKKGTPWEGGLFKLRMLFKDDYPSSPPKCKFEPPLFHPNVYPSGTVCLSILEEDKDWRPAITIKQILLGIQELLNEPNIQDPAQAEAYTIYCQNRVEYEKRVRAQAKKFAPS
VIM-2 inh: inhibitors of Pseudomonas aeruginosa VIM-2 metallo-beta-lactamase; 290,000 compounds, 0.89% hits; inhibition, % at 5.6 µM; purified VIM-2, nitrocefin hydrolysis, epi-absorbance fluorescence;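 active = inhibition above the mean of all tested compounds plus 3 SD, cutoff set per screening run, cut at about 7.5% in these data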;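 also: red hydrolysis product quenches plate fluorescence so inhibitors raise well fluorescence; 0% = enzyme with DMSO and 100% = DMSO without enzyme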
FID counter: displaces DNA intercalator in HCV helicase counter-screen; 290,000 compounds, 0.17% hits; DNA fluorescent intercalator displacement, fluorescence; AID 1845; inhibition, % at 7.9 µM; in the data active = inhibition above about 37%;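 also: 0% = vehicle and 100% = reference compound; higher means more ethidium bromide displaced from hairpin DNA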
IMP-1 inhibitor: blocks Pseudomonas aeruginosa IMP-1 metallo-beta-lactamase; purified IMP-1, nitrocefin hydrolysis, epi-absorbance fluorescence; inhibition, % at 5.6 µM; 290,000 compounds, 0.45% hits; AID 1556;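 active = inhibition above the mean plus 3 SD of all compounds in the same screening run, cut at about 4.5% in these data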;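 also: 0% = IMP-1 with DMSO and 100% = DMSO wells lacking enzyme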
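System: Purified recombinant IMP-1 metallo-beta-lactamase enzyme | Measured by: Fluorescence quenching readout, ex 480/em 530 nm | Replication: Singlicate | Incubation: 15 min preincubation plus 25 min reaction at 25 °C | Evaluation: Percent inhibition from optical density relative to buffer-blank wells | Benchmarks: DMSO with and without IMP-1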
NS3 helicase inh: blocks Hepatitis C virus NS3 helicase unwinding | AID 1800 | 290,000 compounds, 0.56% hits | NS3 helicase DNA unwinding, Cy5 molecular beacon fluorescence | inhibition, % at 10.9 µM;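 active = inhibition above the mean of all tested compounds plus 3 SD, set per campaign, cut at about 35% in these data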;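 also: 0% = DMSO wells and 100% = thioflavine S control wells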
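Control set: DMSO versus 110 µM thioflavine S; Material: NS3 helicase fragment of HCV; Measured by: Cy5 fluorescence at 0 and 60 min, beacon hairpin quenching; Read-out basis: percent inhibition from t60/t0 fluorescence ratio; Times: reaction time 60 min, 25 °C; Repeats: single replicate; Compound dosing: single dose, 10.9 µM nominal final, DMSO 0.8% final.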
MEKK3 PB1 HTS: raises or lowers MEK5 binding to the human MEKK3 PB1 domain | binding response (% of control), % at 10 µM | 290,000 compounds, 1.4% hits | AID 1529 | Q99759 | bead-based flow cytometry, Alexa488-MEK5 binding to MEKK3; actives lie on both sides; 0 = blocked by unlabeled MEK5, 100 = vehicle;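 active = binding response more than 3 SD above or below the average of its plate-row segment, actives on both sides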;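 also: Alexa488 bead fluorescence after subtracting the streptavidin-only scavenger bead signal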
Target sequence (Q99759 whole entry, looked up, the tested form may be a part): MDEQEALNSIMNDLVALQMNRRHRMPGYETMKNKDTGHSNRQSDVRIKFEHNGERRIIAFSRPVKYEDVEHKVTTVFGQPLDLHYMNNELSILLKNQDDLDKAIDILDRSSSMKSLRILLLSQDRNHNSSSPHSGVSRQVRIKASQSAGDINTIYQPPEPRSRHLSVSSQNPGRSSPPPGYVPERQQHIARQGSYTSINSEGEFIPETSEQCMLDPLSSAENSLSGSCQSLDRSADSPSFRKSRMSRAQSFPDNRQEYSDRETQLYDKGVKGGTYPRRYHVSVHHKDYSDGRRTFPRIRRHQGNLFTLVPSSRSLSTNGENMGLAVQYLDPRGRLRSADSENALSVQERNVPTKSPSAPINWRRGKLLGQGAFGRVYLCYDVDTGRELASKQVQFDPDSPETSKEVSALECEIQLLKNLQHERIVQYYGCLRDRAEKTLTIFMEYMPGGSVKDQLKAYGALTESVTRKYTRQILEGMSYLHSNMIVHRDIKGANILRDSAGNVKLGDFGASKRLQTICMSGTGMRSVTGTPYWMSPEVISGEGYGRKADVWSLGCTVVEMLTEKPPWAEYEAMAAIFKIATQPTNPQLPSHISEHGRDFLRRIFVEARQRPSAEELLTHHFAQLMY
IDE act: IDE (human) activation, cell-based; 340,000 compounds, 0.073% hits; P14735; activation, % at 5.96 µM; HEK cells, FAbeta-B cleavage, fluorescence polarization; 0% vehicle, 100% cell-free pure enzyme wells;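 active = activation above the mean of all tested compounds plus 3 SD, set per screening campaign, cut at about 17% in these data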
PHOSPHO1 block: blocks human PHOSPHO1 phosphatase activity; AID 1565; inhibition, % at 13.3 µM; 290,000 compounds, 1.1% hits; recombinant PHOSPHO1, absorbance phosphatase assay; Q8TCT1; in the data active = inhibition above about 60%
Target sequence (Q8TCT1 whole entry, looked up): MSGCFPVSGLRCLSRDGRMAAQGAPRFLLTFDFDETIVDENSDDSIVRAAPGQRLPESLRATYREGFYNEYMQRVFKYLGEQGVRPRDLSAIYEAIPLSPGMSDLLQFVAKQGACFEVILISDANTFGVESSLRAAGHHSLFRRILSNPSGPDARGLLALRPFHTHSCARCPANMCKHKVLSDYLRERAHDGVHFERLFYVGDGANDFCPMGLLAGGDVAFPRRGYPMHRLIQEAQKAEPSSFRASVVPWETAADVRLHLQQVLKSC
pCIP destab: compounds decreasing mouse p/CIP protein stability; AID 1984; decrease of EGFP signal, % at 10 µM; Q05BA5; F442A p/CIP-EGFP cells, EGFP fluorescence, 16 h; 290,000 compounds, 0.01% hits;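 active = EGFP signal decrease of at least 30% at 10 µM or well 3 SD below plate mean, unless failing retest; inactive = the rest, including hits failing retest or dose response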; also: some compounds called inactive have numbers as strong as hits; many of its hits are not listed in these tables
* = called active by the depositor; . = not tested or not shown; & = joins results of further samples. These rows are one share of the data; the hit share may differ from the screen's.

Order of results – NS3 helicase inh, VIM-2 inh, IMP-1 inhibitor, IDE act, FID counter, PHOSPHO1 block, UBC9 SUMO inh, MEKK3 PB1 HTS, pCIP destab
> N#Cc1ccc(NC(=O)Cn2cnc(S(=O)(=O)N3CCOCC3)c2)cc1
  8, -2.9, -2.3, 1, -1, 15, 12, 102, -1
> Cc1ccnn1Cc1cc(C(=O)O)c2ccccc2n1
  10, -1.8, -1.0, 2, 3, 20, 15, 100, -3
> Cc1cc(C)cc(C(N)=Nc2cccc(C#N)c2)c1
  9, -0.6, -1.5, 4, 0, 3, -14, 103, 6
> Cc1ccc(CNC(=O)C2CC(c3cccc([N+](=O)[O-])c3)=NO2)o1 (stereo not given)
  -1, -1.2, -2.2, 5, 0, 18, -10, 101, -3
> CC(=O)Nc1ccc(S(=O)(=O)N(Cc2ccccc2)c2ccccn2)cc1
  -5, -0.5, -2.4, 3, -11, ., 9, 104, 15
> CCn1nc(NC(=O)COC)c2cc3cc(C)ccc3nc21
  -14, -1.0, -1.7, 1, -8, 24, 25, 101, -7
> Cc1ccc(N(Cc2ccc([N+](=O)[O-])cc2)C(=O)c2ccco2)cc1C
  -11, 1.0, -2.0, 1, -16, 8, 9, 105, -2
> CN(CC(=O)Nc1cccnc1)S(=O)(=O)c1ccccc1
  0, -3.6, -4.3, 0, -2, 4, 7, 102, 1
> O=C(N/N=C/c1cc([N+](=O)[O-])ccc1O)c1ccncc1
  -3, -1.7, -1.0, 6, -4, 12, 16, 99, 1
> O=C(CCC(=O)OCC(F)(F)C(F)F)NCc1ccccc1
  3, -2.7, -0.8, 3, -1, 18, 30, 105, 2
> CC(=O)c1sc(NC(=O)C=C(C)C)nc1C
  5, -0.9, -2.1, 1, -3, -17, 13, 80, -32
> O=C(Cc1ccc(Br)cc1)Nc1ccc(Cl)cc1
  -17, -1.7, -1.6, 7, 3, -19, 13, 104, 1
> COc1ccccc1C(=O)Nc1ccc(S(=O)(=O)N2CCc3ccccc32)cc1
  -10, 0.9, -5.5, 0, -4, -5, 0, 96, -8
> CN(C)c1ccc(/C=C/C(=O)c2ccccc2O)cc1
  -1, -0.5, 6.0*, -15, -1, -24, 0, 104, -19
> Cn1c(=O)[nH]c(=O)c2c1nc(N1CCCC1)n2CCCSc1nnnn1-c1ccccc1
  1, -2.4, -3.4, -2, -2, 5, -1, 116, -7
> CCCCOC(=O)CSc1nnc(-c2cc(OC)c(OC)c(OC)c2)o1
  -4, -1.5, -1.7, 7, -28, 38, 2, 104, -30
> O=C(Nc1ccc(Br)cn1)c1ccc(Br)s1
  0, -2.7, -3.4, -7, -2, 31, 0, 94, 4
> Cn1c(=O)c2c(SCC(=O)NC3CCCC3)nc(CC(C)(C)C)nc2n(C)c1=O
  2, -0.3, 0.2, -5, -14, 13, 1, 101, -15
> COCCCn1c(SCC(=O)Nc2ccc(C)cc2)nc2ccccc2c1=O
  0, -1.6, -0.6, -1, -9, -6, -5, 93, 3
> CCCNC(=O)NC(=O)COc1c(F)c(F)cc(F)c1F
  6, -2.5, -1.4, 3, 0, 18, 17, 97, -7

Single records, from the list above. Screens in order: NS3 helicase inh, VIM-2 inh, IMP-1 inhibitor, IDE act, FID counter, PHOSPHO1 block, UBC9 SUMO inh, MEKK3 PB1 HTS, pCIP destab
COCCCn1c(SCC(=O)Nc2ccc(C)cc2)nc2ccccc2c1=O in the list: 0, -1.6, -0.6, -1, -9, -6, -5, 93, 3
CCn1nc(NC(=O)COC)c2cc3cc(C)ccc3nc21 in the list: -14, -1.0, -1.7, 1, -8, 24, 25, 101, -7
CCCNC(=O)NC(=O)COc1c(F)c(F)cc(F)c1F in the list: 6, -2.5, -1.4, 3, 0, 18, 17, 97, -7

Going on with the list.
Order of results – NS3 helicase inh, VIM-2 inh, IMP-1 inhibitor, IDE act, FID counter, PHOSPHO1 block, UBC9 SUMO inh, MEKK3 PB1 HTS, pCIP destab
> Cc1ccc(CNC(=O)CCS(=O)(=O)c2ccc3c(c2)oc(=O)n3C)cc1
  12, -0.4, -2.2, -3, -8, 38, 13, 101, -77
> Fc1cccc(Cl)c1CSC1=NCCS1
  -13, -0.5, -3.1, 1, -16, 36, -13, 104, 1
> C[C@@H]1CC=C[C@H]2[C@H]1C(=O)N(Cc1ccccc1)[C@H]2c1ccc(-c2ccc(N(C)C)cc2)cc1F
  ., ., ., 5, ., 9, 0, 97, -3
> COc1ccccc1C(=O)Oc1ccc2c(c1)O/C(=C\c1ccncc1)C2=O
  5, 2.1, 1.8, 0, 4, -1, 42, 91, -3
> CCc1ccc(NS(=O)(=O)c2ccc3c(c2)oc(=O)n3C)cc1
  -5, 2.0, -0.1, 5, -9, 33, -9, 98, -2
> Cc1ccc(N(CC(=O)NN=C2CCN(C)CC2)S(=O)(=O)c2ccccc2)c(C)c1
  3, -2.3, -3.3, -1, -15, -1, -13, 100, -11
> O=C(Nc1cc(F)cc(F)c1)c1ccc(NCCc2ccccc2)c([N+](=O)[O-])c1
  -3, -4.8, -0.2, 0, 1, -44, 22, 96, -17
> CCOC(=O)c1[nH]c2c(c1-c1ccc(OC)cc1)C(=O)CC(c1ccc(OC)c(OC)c1)C2 (stereo not given)
  -4, -4.3, -3.9, -7, -35, -16, 14, 108, -11
> Cc1nc2c(ccc3nc(NC(=O)c4ccc(S(=O)(=O)N(C)C)cc4)sc32)s1
  -24, -3.4, -3.1, -4, 2, 12, -9, 98, -2
> COC(=O)c1ccc2nc(NC(=O)C(C)C)sc2c1
  -6, -2.1, -3.4, 6, -10, -10, 9, 119, 2
> COc1ccc(C(=O)Nc2ccccn2)cc1
  3, -2.9, -0.7, 8, 1, 11, 16, 118, -5
> CCn1c(C)nc2cc(-c3nc4n(n3)Cc3ccccc3-4)ccc21
  -2, 2.7, -1.5, -4, -4, 18, 28, 101, -15
> NC(=O)CCc1nc2cc(C(F)(F)F)ccc2n(Cc2ccccc2)c1=O
  -13, 5.3, -3.4, -2, -31, 26, 8, 102, -7
> CSc1ccc(Cl)c(C(=O)OCC(=O)N2CC(C)OC(C)C2)c1 (stereo not given)
  0, -2.8, -2.7, 4, -20, -39, 18, 87, -3
> CCOc1ccc(C(=O)N/N=C/c2c(C)[nH]c(=O)[nH]c2=O)cc1
  -18, -2.7, -4.7, ., -5, 27, 16, 120, -14
> O=C(O)Cc1c(C(=O)O)[nH]c2ccc(C(=O)O)cc12
  0, -0.9, -2.3, -2, 3, 43, 10, 109, -2
> COCc1ccc(C(=O)NCC2(N3CCCCC3)CCCCC2)cc1
  -4, -2.2, -2.1, 6, -2, 15, -13, 100, 6
> O=C(NC1=NCCS1)c1ccc(Cl)c(S(=O)(=O)N2CCc3ccccc32)c1
  -25, -1.8, -1.5, 7, -16, 30, -39, 103, -4
> CN(C)c1ccc(NC(=O)C(=O)C2C(=O)Nc3ccccc32)cc1 (stereo not given)
  1, -1.4, -1.8, 3, -10, 1, -6, 88, -1
> CC(C)C(=O)NC(=S)Nc1ccccc1N1CCN(C(=O)c2ccccc2)CC1
  11, -3.6, 0.3, 1, 1, 29, 7, 102, -10

Further records
Order of results – NS3 helicase inh, VIM-2 inh, IMP-1 inhibitor, IDE act, FID counter, PHOSPHO1 block, UBC9 SUMO inh, MEKK3 PB1 HTS, pCIP destab
> Cc1cc(Br)c(NC(=O)c2c(-c3c(Cl)cccc3Cl)noc2C)c(Br)c1
  2, -2.0, -1.0, -2, -15, -28, 12, 93, -3
> Cc1cc(N/N=C/c2ccccc2O)nc(-c2ccccc2O)n1
  -15, -4.1, -4.8, 5, 18, -6, 0, 93, -18
> C/C(N)=C(/C#N)C(=O)CSc1nnc(Nc2c(C)cccc2C)s1
  2, -2.4, -2.4, 5&-2, -18, 67*, -8, 101, 4
> C[C@@](Cc1ccc(O)c(O)c1)(NN)C(=O)O
  -2, -2.9, -2.1, 1, 2, 45, -12, 113, -8
> Cc1ccc(NC(=O)CSc2nc3nc(C)c(Br)cc3[nH]2)cc1F
  -13, -1.8, -1.2, 1, -16, 20, 4, 101, 1
> COC(=O)c1sccc1NC(=O)Cc1ccc(Br)cc1
  -2, -2.4, -3.3, 0, -10, -17, 6, 97, -18
> CN1/C(=C\C=C2/SC(=S)NC2=O)C(C)(C)c2ccccc21
  17, 5.5, 3.6, -132, -54, 24, 3, 99, -598
> Cc1cc(OCC(=O)NCCN2CCOCC2)ccc1Br
  0, -1.7, -5.1, 8, -2, 9, 6, 105, 5
> O=S(=O)(Nc1nc2ccccc2nc1NCc1ccco1)c1ccccc1
  11, -1.1, -3.9, 6, -3, -21, 9, 99, -14
> O/N=C\c1ccccc1Oc1ccc(F)cc1
  -4, -3.2, -4.2, 2, -2, 20, 9, 95, 9
> Cc1c(NC(=O)Cc2cccs2)cccc1[N+](=O)[O-]
  21, -1.1, -0.8, 8, -4, 13, -13, 100, 2
> CC(C)Oc1c(N2CCOCC2)c(=O)c1=O
  -8, -2.0, -1.9, 3, -1, 27, 18, 103, 3
> CC1CN(CC(=O)NC(C)c2ccccc2)CC(C)O1 (stereo not given)
  2, 0.2, -2.0, 0, -2, -1, 14, 101, 1
> Cc1cccc(C)c1OCC(=O)N/N=C/C=C/c1ccco1
  8, -2.8, -1.5, 6, -21, 36, 55*, 101, -3
> O=C(NCCCN1CCOCC1)c1c(F)cccc1F
  2, 0.3, -2.2, 3, 1, -11, 22, 99, 2
> CCOC(=O)c1c(NC(=O)c2ccc(Br)o2)sc(C)c1CC
  3, 0.5, -0.3, 0, -2, -36, 1, 98, -5
> FC(F)(F)c1cccc(Oc2ccc3c(C(F)(F)F)cc(C(F)(F)F)nc3n2)c1
  -4, -8.1, -1.6, -1, -4, 36, 10, 103, -1
> COc1cc(OC)c(C(=O)Nc2ccc(N(C)C)cc2)cc1OC
  1, -3.4, 0.7, 5, -12, -46, -9, 100, -12
> Cc1c(C(=O)Oc2cc(N)n(S(C)(=O)=O)n2)cccc1[N+](=O)[O-]
  -7, -2.0, -0.8, 0, 1, 32, 10, 99, 1
> Cc1ccc(O)c(-c2cc(C(=O)NCc3ccncc3)[nH]n2)c1
  -3, -3.7, -3.4, 2, -5, -22, 20, 117, -5
> CCOc1ccc(S(=O)(=O)NCc2cccnc2)cc1NC(=O)c1ccccc1F
  4, -1.2, -5.8, 8, -34, 27, 15, 100, -2

Some of these compounds in order of their number in IMP-1 inhibitor, smallest number first.
compound	NS3 helicase inh	VIM-2 inh	IMP-1 inhibitor	IDE act	PHOSPHO1 block	UBC9 SUMO inh	MEKK3 PB1 HTS	pCIP destab
CCOc1ccc(S(=O)(=O)NCc2cccnc2)cc1NC(=O)c1ccccc1F	4	-1.2	-5.8	8	27	15	100	-2
O=C(NCCCN1CCOCC1)c1c(F)cccc1F	2	0.3	-2.2	3	-11	22	99	2
FC(F)(F)c1cccc(Oc2ccc3c(C(F)(F)F)cc(C(F)(F)F)nc3n2)c1	-4	-8.1	-1.6	-1	36	10	103	-1
